Screening data as filed in PubChem.
hcDAF12 agonist: H. contortus DAF-12 activation, primary screen | HEK293 hcDAF-12 lit1-tk-luc reporter, luminescence; 0% DMSO, 100% Δ7-dafachronic acid | 370,000 tested, 1.4% active | activation, % at 6.8 µM;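 active = activation above the mean of all tested compounds plus 3 SD, cut at about 5.5% in these data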;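 note: 100% = response to 3 µM Δ7-dafachronic acid high control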
PG9 Ab binder: PG9 antibody binding by small molecule | TR-FRET gp120-PG9 antibody binding | 360,000 tested, 0.43% active | inhibition, % at 6.7 µM | AID 624416; in the data active = inhibition above about 8.5%
PLC-beta3 inh: inhibitors of human phospholipase C beta3. 370,000 tested, 0.18% active. AID 720704. inhibition, % at 12.2 µM. Purified PLC-beta3, fluorogenic substrate, fluorescence. Q01970; in the data active = inhibition above about 11%;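 note: 0% = median of compound wells on plate and 100% = full blocker control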
DAX1 inh-1: inhibitors of human orphan nuclear receptor DAX1 (NR0B1); P51843; HEK293 Gal4-DAX1 luciferase reporter, luminescence; inhibition, % at 6.75 µM; 340,000 tested, 0.99% active; AID 504766;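 active = inhibition above the mean over all tested compounds plus 3 SD, cut at about 4.2% in these data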;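 note: 0% = DAX1-transfected cells with DMSO and 100% = empty-vector control cells with DMSO; inhibition shows as a rise in luminescence from relieved DAX1 repression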
DAX1 inh-2: blocks DAX1 repression of SF-1 activated StAR promoter; HEK293T StAR-luciferase reporter, SF-1/DAX-1 repression relief; inhibition, % at 6.8 µM; 370,000 tested, 1.1% active; AID 652010;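 active = inhibition above the mean over all tested compounds plus 3 SD, cut at about 3.6% in these data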;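 note: 0% = DAX-1 cells with DMSO and 100% = cells lacking DAX-1 with DMSO; higher inhibition means more luminescence from relief of DAX-1 repression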
ssDAF12 agonist: activators of S. stercoralis DAF-12 nuclear receptor. HEK293 ssDAF-12/GRIP1 lit1-tk-luc reporter, luminescence; % of 3 µM dafachronic acid response. activation, % at 6.8 µM. 370,000 tested, 1% active. AID 652126;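 active = activation above the mean over all tested compounds plus 3 SD, cut at about 0.9% in these data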;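 note: 0% = DMSO-only wells and 100% = 3 µM delta7-dafachronic acid wells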
SMARCA2 act: SMARCA2 function activation, primary screen; MG213 cells, MMTV-luciferase reporter, dexamethasone, overnight; activation, % at 9.1 µM; 370,000 tested, 1% active; in the data active = activation above about 7.8%;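 note: 0% = vehicle wells and 100% = reference activator wells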
FXN GAA850 act: frataxin GAA850 promoter activation; HEK293 lucGAA850 FXN promoter luciferase reporter, 24 h; percent of 10 µM SAHA response; activation, % at 6 µM; 360,000 tested, 0.56% active;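 active = activation above the average of all compounds screened plus 3 SD, cutoff fixed separately per campaign, cut at about 7.5% in these data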;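 note: 0% = DMSO wells and 100% = 10 µM SAHA wells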
hgDAF-12 ag: hgDAF-12 agonism, primary luciferase screen; HEK293 GAL4-hgDAF12 UAS-luciferase reporter, agonist luminescence; normalized to butyrate control; activation, % at 6.8 µM; 370,000 tested, 1.8% active; AID 687014;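 active = activation above a cutoff set at the mean of all screened compounds plus 3 SD, cut at about 10% in these data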;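 note: 0% = DMSO wells and 100% = sodium butyrate wells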
sPLA2-III inh: Inhibits HGIII-sPLA2 liposome hydrolysis, primary screen; Q9NZ20; AID 743126; 370,000 tested, 0.56% active; QFRET BODIPY PC-A2 liposome hydrolysis, fluorescence; inhibition, % at 12.2 µM;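 active = inhibition above mean plus 3 SD of compounds lying within the high and low control bounds, cut at about 19% in these data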;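 note: 0% = median of test compound wells and 100% = no enzyme DMSO wells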
Target sequence (Q9NZ20 whole entry, looked up): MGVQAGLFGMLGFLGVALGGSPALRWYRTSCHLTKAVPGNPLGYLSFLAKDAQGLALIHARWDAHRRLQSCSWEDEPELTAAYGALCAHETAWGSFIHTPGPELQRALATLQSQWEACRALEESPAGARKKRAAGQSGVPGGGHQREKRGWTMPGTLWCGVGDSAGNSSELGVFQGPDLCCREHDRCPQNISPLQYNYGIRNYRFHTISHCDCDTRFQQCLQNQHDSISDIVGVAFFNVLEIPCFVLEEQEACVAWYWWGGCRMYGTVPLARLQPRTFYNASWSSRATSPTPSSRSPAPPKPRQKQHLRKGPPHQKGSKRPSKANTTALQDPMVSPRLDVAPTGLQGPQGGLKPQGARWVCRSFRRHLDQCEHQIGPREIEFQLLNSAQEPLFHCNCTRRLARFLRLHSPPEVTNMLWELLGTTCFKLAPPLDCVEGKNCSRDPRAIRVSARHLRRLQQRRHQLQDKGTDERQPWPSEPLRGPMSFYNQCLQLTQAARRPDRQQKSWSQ
NR1D1 modulator: Rev-erb alpha (human) modulation | 370,000 tested, 0.79% active | P20393 | activity, % at 10 µM | Rev-erbα–FITC-DNA binding, fluorescence polarization, 90 min;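 active = activity above about 14%, limit read from the data; passing the limit was not always enough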;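 note: 0% = DMSO wells with 35 nM protein and 100% = DMSO wells with 750 nM protein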
Target sequence (P20393 whole entry, looked up): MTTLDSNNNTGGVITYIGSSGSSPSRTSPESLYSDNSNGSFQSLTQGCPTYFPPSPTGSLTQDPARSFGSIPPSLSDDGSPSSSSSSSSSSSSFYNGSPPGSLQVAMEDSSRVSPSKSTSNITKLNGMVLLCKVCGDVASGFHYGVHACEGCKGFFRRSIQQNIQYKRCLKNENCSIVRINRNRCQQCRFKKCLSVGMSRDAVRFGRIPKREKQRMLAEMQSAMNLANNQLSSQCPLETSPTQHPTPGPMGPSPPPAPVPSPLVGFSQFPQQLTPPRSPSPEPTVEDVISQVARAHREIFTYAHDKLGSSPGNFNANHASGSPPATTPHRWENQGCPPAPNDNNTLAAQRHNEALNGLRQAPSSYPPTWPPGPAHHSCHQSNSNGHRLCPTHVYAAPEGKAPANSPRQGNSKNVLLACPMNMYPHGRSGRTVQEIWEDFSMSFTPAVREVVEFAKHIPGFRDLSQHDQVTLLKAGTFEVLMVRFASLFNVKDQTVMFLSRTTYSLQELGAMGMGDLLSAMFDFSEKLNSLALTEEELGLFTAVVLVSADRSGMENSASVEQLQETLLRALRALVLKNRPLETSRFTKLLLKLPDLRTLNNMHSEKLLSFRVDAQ
Starred values were filed as active, the others as inactive; . = not tested or not shown. Hits appear at their usual frequency. About 7% of those tested had a hit in this group.

SMILES	hcDAF12 agonist	PG9 Ab binder	PLC-beta3 inh	DAX1 inh-1	DAX1 inh-2	ssDAF12 agonist	SMARCA2 act	FXN GAA850 act	hgDAF-12 ag	sPLA2-III inh	NR1D1 modulator
CCc1ccc(C2CC(c3ccc(C)cc3)Nc3nc(N)nn32)cc1 (stereo not drawn)	-2.7	-0.7	-154.5	2.1	0.5	-1.4	-1.2	2.3	-1.6	9.2	2.1
N#CCCN(Cc1cccnc1)C(=O)c1sc2cc(F)ccc2c1Cl	-1.9	-1.6	1.8	0.3	-0.2	-1.3	3.0	1.0	-2.2	-4.8	5.1
O=C(OC12CCCN(C1)/C(=C/c1ccncc1)C2)c1ccccc1 (stereo not drawn)	-4.6	.	-4.3	.	-3.3	-1.8	-3.5	.	-5.4	0.0	3.3
COc1ccc(NC(=O)CN2CCN(S(=O)(=O)c3ccc(Cl)cc3)CC2)cc1	0.4	1.6	-16.2	0.0	-0.9	-1.9	-5.4	-1.1	-2.1	-17.0	1.5
COc1ccccc1CNC(=O)CNCC1CCCO1 (stereo not drawn)	-1.2	2.0	3.1	1.2	-0.2	-0.4	0.7	-0.8	-0.8	-2.2	-4.5
O=C(CCc1nnc(C2CCCCC2)o1)NCc1ccc(F)c(F)c1	0.5	-1.2	1.0	5.6*	-0.4	-0.9	-2.7	3.4	-1.2	9.8	5.6
CCOc1ccc(S(=O)(=O)N2CCCC(C(=O)NCc3ccco3)C2)cc1 (stereo not drawn)	1.4	-1.9	-6.0	-0.6	-1.7	-0.8	-1.8	-0.4	-2.0	-2.6	-1.6
O=C(CSC1=NCCS1)Nc1ccc(S(=O)(=O)N2CCCCCC2)cc1	-0.4	1.5	-1.8	0.7	-0.6	-1.9	-0.6	1.4	-2.8	-13.6	4.6
CCc1ccc(N2CCN(C(=O)c3ccc4c(c3)OCO4)CC2)cc1	-4.3	-0.6	-10.2	-0.3	-1.9	-1.2	-1.4	1.1	-0.3	4.4	-1.7
COc1cc(C)c(CN2CCN(C(=O)CCC(=O)c3ccc(C)s3)CC2)cc1OC	-0.9	-1.4	-1.7	0.9	1.3	-1.9	-6.0	0.9	-2.9	-7.5	3.5
O=C(c1ccc(Br)s1)N1CCN(S(=O)(=O)c2ccccc2)CC1	-1.2	-1.4	-3.5	-0.4	-1.3	-1.2	-0.9	-0.1	-3.4	0.5	1.8
COc1ccc(CN(C(C)=O)c2ccccc2C(=O)O)cc1	0.6	1.6	1.1	-0.4	-0.2	-0.8	-0.3	2.8	-0.1	0.4	3.0
COc1ccc(OC)c(-c2cc(C(=O)N3CCN(c4ncccn4)CC3)c3ccccc3n2)c1	-1.9	1.2	-44.6	-2.2	-0.8	-1.6	0.7	-4.6	-4.6	-7.9	2.4
CC(=O)Nc1ccc(OCC(=O)NC(C)C(C)C)cc1 (stereo not drawn)	-0.7	-1.7	1.0	-0.9	-0.2	-1.3	1.2	-1.6	3.8	-0.8	-0.7
O=C(O)C1CCN(S(=O)(=O)c2cccs2)CC1	-0.2	-2.1	-4.2	0.9	0.1	-0.7	-0.6	-0.6	-0.3	2.3	-3.9
CN(C(=O)c1ccc(NC(=O)Cc2cccc(NC(=O)C3CCCN(C(=O)CCc4ccccc4)C3)c2)cc1)C1CCCC1 (stereo not drawn)	-3.2	-0.7	1.0	-1.2	-0.3	-0.8	-1.2	-1.9	-1.8	-41.2	6.5
COc1ccc([N+](=O)[O-])c(OC)c1C(=O)NC(=O)Nc1nc(C)cc(C)n1	-2.1	-2.5	-1.1	0.3	-0.5	-0.6	1.3	-0.8	-1.9	-8.9	2.3
COc1ccc(Cc2nc3ccc(C(=O)NC4CCOC4)cc3o2)cc1 (stereo not drawn)	-1.4	-0.5	-9.7	-0.6	1.0	-0.9	-3.2	3.2	3.6	1.7	-3.7
O=C(C1CCN(S(=O)(=O)N2CCOCC2)CC1)N1CCN(Cc2ccccc2)CC1	-0.3	2.0	4.3	-0.1	-0.6	-1.4	-0.4	-2.5	-2.2	6.9	5.2
CC(C)CC(c1nnnn1C(C)C)N1CCN(c2ccccc2)CC1 (stereo not drawn)	-1.4	1.1	4.7	0.2	-0.4	-1.1	-2.0	2.1	-0.4	1.8	2.4
Cc1nc2ccccn2c1C(=O)N/N=C/c1cc(C)n(-c2ccc(Br)cc2)c1C	-1.0	-2.0	-24.1	0.9	-0.5	-1.1	-0.9	1.9	-2.3	1.2	7.1
CCC(=O)Nc1ccccc1N1CCN(S(C)(=O)=O)CC1	-0.4	0.4	1.0	-1.1	0.6	-0.9	0.2	5.8	0.5	-3.7	-4.7
COc1cccc(NC(=O)C2CCC2)c1	1.9	1.1	4.2	2.9	1.1	-1.2	0.7	-1.1	0.7	9.1	-6.1
COc1ccc(NC(=O)c2cccc(NC(=O)c3ccco3)c2)c(OC)c1	-2.8	-1.9	2.4	-1.3	0.0	-2.1	-0.2	3.0	-2.5	-1.5	0.6
CCOC(=O)[C@]12CCCC=C1N(Cc1ccc(Cl)cc1Cl)C(=O)[C@H](CC(=O)NCCC(C)C)C2	0.9	-2.9	-2.2	.	-0.4	-1.0	-6.1	.	-3.5	-6.2	4.4
Cc1nc(N)ncc1-c1ccc2c(c1)OCO2	-0.8	-1.2	-5.2	-1.1	0.8	-0.8	6.3	2.3	0.5	8.9	-4.6
O=C(O)c1ccc(Cl)c(S(=O)(=O)N(Cc2ccccc2)c2ccccc2)c1	-0.3	0.0	-14.5	-1.1	-0.2	-0.8	-0.5	1.4	-0.2	-16.2	3.9
N#Cc1ccc(C(=O)N2CCC3CC2c2cc(N4CCCCC4)ccc23)cc1 (stereo not drawn)	-0.8	-1.4	1.5	-0.4	0.2	-0.6	5.3	2.8	5.5	-4.7	5.3
CCO[C@@H]1OC(C(=O)NC2CC2)=C[C@H](c2ccccc2)[C@H]1CCCO	-1.5	-2.0	0.3	-0.6	0.5	-0.9	-0.3	-0.1	1.5	-0.6	4.4
C=CCc1c(C)nc(SCc2nc3ccccc3c(=O)[nH]2)[nH]c1=O	-1.1	-0.2	-1.2	-0.7	0.0	-1.0	1.2	-2.0	1.6	0.1	3.2
CC(C)c1ccc(CC(=O)N2CCC2(C)C(=O)Nc2cccc(C#N)c2)cc1 (stereo not drawn)	-1.5	-0.2	3.1	.	-0.7	-1.1	-4.7	-1.3	1.0	-0.6	-0.3
N#Cc1c(-c2ccccc2)nc(-c2cccnc2)[nH]c1=O	-1.6	4.3	-6.7	0.4	-0.5	-1.9	-1.5	2.1	0.6	-3.7	-3.6
CCc1ccccc1NC(=O)N1C2CCCC1CC(NC(C)=O)C2 (stereo not drawn)	0.7	-1.9	2.1	0.7	-0.1	-0.8	-1.1	-0.9	2.3	-1.4	-0.1
O=C(Nc1ccc2oc(-c3ccncc3)nc2c1)c1ccc([N+](=O)[O-])o1	-1.1	-2.5	-69.2	-1.6	-1.0	-0.8	5.9	6.9	-5.0	9.1	-4.5
Cc1occc1C(=O)Nc1sc2c(c1C(N)=O)CCC(C(C)(C)C)C2 (stereo not drawn)	-0.5	-0.5	-8.2	-1.1	-0.2	-1.0	-1.0	1.5	-1.3	1.4	1.4
COC(=O)CSc1ncnc2c1cnn2Cc1ccccc1	0.3	-0.6	2.6	1.4	-0.2	-0.8	-0.4	0.9	-0.2	4.9	-6.6
O=C1C(NC(=O)N2c3ccccc3C=Cc3ccccc32)CCCCN1Cc1cccc(Cl)c1 (stereo not drawn)	-0.8	.	-1.2	.	-1.0	-1.4	-3.2	.	-2.6	-11.9	-8.3
c1ccn(-c2ccc(N3CCOCC3)cc2)c1	-1.3	-0.8	-0.7	3.1	0.3	-0.7	-2.3	0.3	4.7	-0.3	1.0
O=[N+]([O-])c1cccc(/C=C/c2nc3ccc([N+](=O)[O-])cc3[nH]2)c1	-2.1	0.1	1.6	-1.1	-0.9	-1.7	1.3	-0.2	1.1	-9.5	1.3
CN1C(C(=O)NCc2cccc(C(F)(F)F)c2)CC2Cn3c(nc4cc5ccccc5cc43)C21 (stereo not drawn)	-0.7	-0.5	-11.7	-0.3	-0.5	-1.7	0.2	-1.6	-1.6	-6.2	2.0
CCN1CCC(=NNC(=O)c2ccco2)CC1	2.3	2.5	-1.7	3.6	1.6	0.0	13.8*	1.3	8.6	2.0	1.2
Cc1ccc(-c2nn(-c3ccccc3)cc2CSC(=N)N)cc1	-0.6	-0.9	2.9	1.1	-0.1	-1.0	-1.4	-1.2	2.0	17.0	-0.8
O=C(O)CN1CCN(Cc2ccccc2Cl)C1=O	-0.5	0.8	-3.8	0.1	-0.3	-1.2	-3.4	2.1	-0.3	6.0	2.2
CC(C)CNC(=O)C1(C)CCCCCN1Cc1ccccc1-c1ccccc1 (stereo not drawn)	-2.9	-0.7	-4.3	.	-0.4	-1.6	-2.4	-4.2	0.0	5.4	20.4*
CCOC(=O)N1CCN(C(=O)CN(C2CCCCC2)S(=O)(=O)c2ccc(F)cc2)CC1	-1.4	1.3	0.5	-0.1	0.2	-1.1	-3.1	0.1	0.6	-7.6	-1.1
COC(=O)CN1C(=S)N(C)C(=O)C1CC(=O)Nc1ccccc1 (stereo not drawn)	1.0	-1.4	1.0	-1.6	-0.2	-0.8	-0.6	2.0	-0.5	-27.2	2.9
COc1cccc(NC(=S)Nc2cccc3ccccc23)c1	5.5	0.0	-49.5	1.5	1.8	0.5	0.8	5.4	8.8	4.0	1.1
CC(=O)c1cccc(N(CC(=O)N2CCCC2)S(C)(=O)=O)c1	0.4	-0.6	-0.3	-0.1	0.7	-1.6	-3.6	4.3	-3.5	3.8	-0.3
COC(=O)[C@@]12CCCN1[C@H](c1ccc(-c3ccc(Cl)c(Cl)c3)c(OC)c1)[C@H]1C(=O)N(C)C(=O)[C@H]12	-4.0	-2.1	-1.7	-1.4	-1.4	-1.6	-1.6	-3.6	-3.0	-8.6	0.4
CC(C(=O)NC1CCCc2ccccc21)N1CCN(c2ccc(F)cc2)CC1 (stereo not drawn)	2.6	1.0	-0.5	-2.2	-0.8	-0.4	-1.9	3.3	-1.4	0.5	2.9
Cc1cccc(NC(=O)CSc2nnc(CNC(=O)c3ccco3)o2)c1C	-1.4	-1.5	-5.5	1.4	-0.1	-1.2	-3.4	-0.4	1.8	9.0	0.6
CCS(=O)(=O)N1CCN(C(=O)c2cccc(OC)c2)CC1	0.1	-2.2	4.9	-1.3	0.2	-1.3	-4.5	1.4	-0.3	6.9	-0.6
COc1ccc(NC(=O)CS(=O)c2ccccc2Cl)cc1 (stereo not drawn)	1.2	-0.8	-7.6	0.4	0.4	-0.6	0.9	-0.1	3.1	4.0	1.0

2 compounds drawn at random from the list so far:
SMILES	hcDAF12 agonist	PG9 Ab binder	PLC-beta3 inh	DAX1 inh-1	DAX1 inh-2	ssDAF12 agonist	SMARCA2 act	FXN GAA850 act	hgDAF-12 ag	sPLA2-III inh	NR1D1 modulator
COC(=O)[C@@]12CCCN1[C@H](c1ccc(-c3ccc(Cl)c(Cl)c3)c(OC)c1)[C@H]1C(=O)N(C)C(=O)[C@H]12	-4.0	-2.1	-1.7	-1.4	-1.4	-1.6	-1.6	-3.6	-3.0	-8.6	0.4
CC(C)CNC(=O)C1(C)CCCCCN1Cc1ccccc1-c1ccccc1 (stereo not drawn)	-2.9	-0.7	-4.3	.	-0.4	-1.6	-2.4	-4.2	0.0	5.4	20.4*
